High-throughput results (PubChem BioAssay)
Pf growth 48h – Primary qHTS for delayed death inhibitors of the malarial parasite plastid, 48 hour incubation; P. falciparum luciferase growth in erythrocytes, 48 h; Potency, µM (highest dose often 28.7 µM), for inactives: top-dose activity change, negative = inhibition, actives largely listed as inhibitors; actives 5.9% (n = 310,000); AID 504832, 2011; note: potency is the fitted concentration of half-maximal effect; % is set by controls: 0 for no effect and ±100 for the full control effect
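Luciferase-expressing P. falciparum in infected erythrocytes (2% hematocrit, 0.1% parasitemia final) in RPMI 1640/0.5% Albumax were exposed to compound for 48 hours at 37 C, 5% CO2; growth read as luminescence.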
HCV inhibitor – qHTS Assay for Inhibitors of Hepatitis C Virus (HCV) | Huh7.5.1 HCVcc-Cre infection, luciferase reporter, 44 h | Potency, µM (highest dose often 41.8 µM), for inactives: top-dose activity change, negative = inhibition, actives largely listed as inhibitors | actives 3.4% (n = 340,000); note: potency is the fitted concentration of half-maximal effect; % is set by controls: 0 for no effect and ±100 for the full control effect
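After 44 h co-culture of compound, cells and HCVcc-Cre (~0.5 moi), substrate is added for 15 min at room temperature and luciferase measured over 15 sec. Cells were seeded at 1,000/well and pre-cultured 4 h.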
LmPK inhibitor – qHTS Assay for Inhibitors of Leishmania Mexicana Pyruvate Kinase (LmPK); Q27686; purified LmPK, Kinase-Glo ATP luminescence, 1 h; Potency, µM (series often up to 57.5 µM), for the others: top-dose activity change, negative = inhibition, hits mostly inhibitors; actives 0.37% (n = 290,000); AID 1721, 2009; note: potency is the fitted concentration of half-maximal effect; % is set by controls: 0 for no effect and ±100 for the full control effect
Target sequence (Q27686 whole entry, looked up): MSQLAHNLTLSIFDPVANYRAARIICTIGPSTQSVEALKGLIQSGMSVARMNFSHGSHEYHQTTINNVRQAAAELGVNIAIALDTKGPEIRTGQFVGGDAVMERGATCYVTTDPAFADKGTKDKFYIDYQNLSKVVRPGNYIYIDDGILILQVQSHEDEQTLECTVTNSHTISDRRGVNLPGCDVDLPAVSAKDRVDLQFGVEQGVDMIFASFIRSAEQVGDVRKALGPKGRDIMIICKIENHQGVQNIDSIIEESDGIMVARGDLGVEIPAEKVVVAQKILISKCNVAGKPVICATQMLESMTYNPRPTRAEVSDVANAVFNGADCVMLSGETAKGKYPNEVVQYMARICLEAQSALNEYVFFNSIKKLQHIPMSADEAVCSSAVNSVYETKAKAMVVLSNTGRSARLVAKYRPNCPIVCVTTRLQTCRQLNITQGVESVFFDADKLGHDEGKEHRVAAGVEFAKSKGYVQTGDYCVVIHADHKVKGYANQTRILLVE
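Kinase-Glo luminescence read after 1 h RT reaction of 0.1 nM LmPK with 0.5 mM PEP and 0.1 mM ADP. Activity scaled between uninhibited and enzyme-free controls.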
Tb PYK inh – qHTS of Trypanosoma Brucei Inhibitors; pyruvate kinase (Trypanosoma brucei), Q57TT1; TbPYK enzyme, Kinase-Glo Plus ATP luminescence, 45 min; Potency, µM (series often up to 76.8 µM), without a hit: top-dose activity, negative = inhibition, actives largely listed as inhibitors; actives 0.12% (n = 410,000); note: potency is the fitted concentration of half-maximal effect; % is set by controls: 0 for no effect and ±100 for the full control effect; nearly all actives have a fitted effect of over 50% in size
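Assay buffer: 50 mM TEA pH 7.2, 100 mM KCl, 10 mM MgCl2, 0.05% BSA, 0.01% Tween-20. Pyruvate kinase from T. brucei plus substrate met compound, then ADP (130 uM final). Luminescence was read post 45 min RT.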
Shiga inhibitor – A qHTS for Small Molecule Inhibitors of Shiga Toxin. inhibition, % at 38.7 µM. actives 9.2% (n = 290,000). AID 2315, 2010. Vero cells, Shiga toxin protein synthesis inhibition reporter; in the data active = inhibition mostly above about 28%, no sharp cut-off; inactive = mostly below about 43%; note: 0% is about no effect
Pf growth 96h – Primary qHTS for delayed death inhibitors of the malarial parasite plastid, 96 hour incubation | P. falciparum luciferase reporter growth, 96 h | Potency, µM (series often up to 28.7 µM), inactives show top-dose activity change, negative = inhibition, hits mostly inhibitors | actives 6.9% (n = 320,000) | AID 504834, 2011; note: potency is the fitted concentration of half-maximal effect; % is set by controls: 0 for no effect and ±100 for the full control effect
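Infected RBCs, 2% Hct / 0.05% parasitemia final; luciferase-reporter P. falciparum; cpd 96 h, 37 C, 5% CO2; luciferase detection reagent; luminescence.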
Cycloheximide cs – Cycloheximide Counterscreen for Small Molecule Inhibitors of Shiga Toxin; max response, %; cell reporter, cycloheximide protein synthesis inhibition counterscreen; AID 2314, 2010; actives 12% (n = 300,000); in the data active = max response mostly above about 13%, no sharp cut-off; inactive = mostly below about 14%; note: read at 38.3 µM for the half of the compounds with a filed dose; 0% is about no effect
* hit, by the source's call; ? = inconclusive; · = no result given; & = joins results of further samples; [ ] = remark or other dose. Unless noted, calls come from the whole dose curve; as a rule, active = well fitted curve in the direction sought with a large enough effect; inconclusive = small, poorly fitted or top-dose-only effect, or another doubt; inactive = no such curve, though single readings can be large; an effect the other way counts as inactive or inconclusive. No enrichment for hits; any-hit rate near 24%.

SMILES	Pf growth 48h	HCV inhibitor	LmPK inhibitor	Tb PYK inh	Shiga inhibitor	Pf growth 96h	Cycloheximide cs
COC(=O)c1cc2c(-c3ccccc3)cc3ccccn3c-2c1C(=O)OC	·	1.8µM*	8%	?	-6	3.7µM*	-3
CC(=O)c1ccc(NC(=O)CN2C(=O)/C(=C/C=C/c3ccccc3)SC2=S)cc1	-15%	?	4%	4%	24	-9%	-1
COc1cc(C(=O)CSc2nncn2C)cc(OC)c1OC	·	15%	4%	-24%	18	14%	2
CCCCNC(=O)c1cc2c(=O)n(CC)c3ccccc3c2s1	2%[0.00184 µM]	?	7%	-12%	-4	6.6µM*	-7
CC(/C=C/c1ccc2c(c1)OCO2)=N/NC(=O)COc1ccc(C)cc1	3%	14%	6%	-7%	2	?	0
COC(=O)CCCCCCCCC(O)CN(C)C (stereo unspecified)	4%	-5%	0%	-23%	-19	22%	-1
COC(=O)c1c(NC(=O)c2nc3nc(C)cc(C(F)F)n3n2)sc2c1CCC2	?	10µM*	7%	4%	-5	5.2µM*	-2
CCOC(=O)CNC(=O)CSc1nnc(-c2ccc(OC)cc2)n1CC	13%	10%	5%	2%	3	?	-1
Cc1ccsc1/C=N\NC(=O)Cn1nnc2ccccc21	37%[activator]	?	-1%	-5%	-1	300%[activator]	15
CN(C)c1ccc(C(CNC(=O)c2ccco2)N2CCCC2)cc1 (stereo unspecified)	31%[activator]	17%	-7%	-9%	48*	14%	26

Three compounds out of the list, ordered by number of heavy atoms, smallest number first:
SMILES	Pf growth 48h	HCV inhibitor	LmPK inhibitor	Tb PYK inh	Shiga inhibitor	Pf growth 96h	Cycloheximide cs
COC(=O)CCCCCCCCC(O)CN(C)C (stereo unspecified)	4%	-5%	0%	-23%	-19	22%	-1
CN(C)c1ccc(C(CNC(=O)c2ccco2)N2CCCC2)cc1 (stereo unspecified)	31%[activator]	17%	-7%	-9%	48*	14%	26
COC(=O)c1c(NC(=O)c2nc3nc(C)cc(C(F)F)n3n2)sc2c1CCC2	?	10µM*	7%	4%	-5	5.2µM*	-2

(next part)
SMILES	Pf growth 48h	HCV inhibitor	LmPK inhibitor	Tb PYK inh	Shiga inhibitor	Pf growth 96h	Cycloheximide cs
Cc1csc2c(N3CCN(C(=O)c4ccc(C(C)(C)C)cc4)CC3)ncnc12	31%[activator]	?	1%	3%	-5	0%	1
Cc1cc(N)n(-c2ccccc2C)n1	247%[activator]	8%	1%	2%	-5	27%	-9
Cc1ccc(-n2c3c(cc(C(=O)N4CCN(C)CC4)c2=O)C(=O)CC(C)(C)C3)cc1	-4%	12%	-3%	-5%	-10	·	-2
CN(C(=O)COC(=O)C1CSC2(C)CCC(=O)N12)c1ccccc1 (stereo unspecified)	-19%	-9%	·	-2%	·	7%	·
CC(=O)c1sc(NC(=O)COc2ccc(C(C)C)c(C)c2)nc1C	-2%	2.5µM*	1%	-21%	-6	-19%	2
C/C(=N\NC(=O)c1cccs1)c1c(O)cc(C)oc1=O	25%	17%	0%	3%	84*	?	51*
CC(=O)Nc1ccccc1C(=O)OCC(=O)Nc1ncccn1	8%	-28%	-3%	-10%	-13	0%	-6
Cc1cc2oc(=O)cc(CN3CCCCC3)c2cc1C(C)C	7.4µM*	?	6%	-4%	-2	6%	1
O=C(Nc1cccc([N+](=O)[O-])c1)N1CCN(c2ccccc2)CC1	-29%	?	1%	22%	16	19%	16
Cc1cc(NS(=O)(=O)c2ccc(NC(=S)NC(=O)c3ccc(Cl)cc3Cl)cc2)no1	0%	6%	0%	5%	-21	0%	3
COc1ccc(NC(=O)C2=C(C)NC(=O)NC2c2ccccc2[N+](=O)[O-])cc1 (stereo unspecified)	0%	-5%	6%	-2%	-3	44%[activator]	-3
COc1ccc(NC(=O)CN(C)S(=O)(=O)c2ccc(Br)s2)cc1OC	5%	?	3%	0%	34*	8%	3
Cc1cc(C)c(S(=O)(=O)Nc2c(C)[nH]c(=O)[nH]c2=O)c(C)c1	?	-15%	-6%	1%	-17	22%	-2
CCOc1cc(CN2CCCCC2)ccc1OC	0%	-8%	-1%	-4%	-1	·	-1
O=C(c1ccccc1)C1CCN(C(=O)c2cccs2)CC1	13%	9%	1%	2%	10	43%[activator]	-2
Cc1nc2ccc(S(=O)(=O)NC(C(=O)N3CCC(C)CC3)C(C)C)cc2s1 (stereo unspecified)	·	7%	-2%	-8%	2	-10%	-5
N#Cc1ccc(CSc2nnc(-c3ccccc3)n2Cc2ccco2)cc1	-14%	-18%	0%	-5%	10	?	-2
O=C(COc1ccccc1)Nc1nnc(S(=O)(=O)N2CCCCC2)s1	?	0%	-9%	2%	-5	74%[activator]	-6
O=C(c1ccc(S(=O)(=O)Nc2ccccc2F)cc1)N1CCCCCC1	38%[activator]	34%[activator]	·	0%	·	30%	·
COc1cccc(CNC(=O)C2CCN(S(=O)(=O)c3ccc4c(c3)CC(C)N4C(=O)C3CC3)CC2)c1 (stereo unspecified)	?	-24%	-3%	-5%	-4	-6%	-2
CCOC(=O)Cn1c(=O)oc2cc(S(=O)(=O)NCC3CCCO3)ccc21 (stereo unspecified)	·	14%	1%	0%	-5	?	-6
CO/N=C/C(=N\Nc1ccccc1)C(=O)c1ccccc1	19%	?	5%	-19%	9	67%[activator]	13
CC1CCc2c(sc(NC(=O)c3ccc(Cn4cc([N+](=O)[O-])cn4)o3)c2C#N)C1 (stereo unspecified)	33%[activator]	?	3%	-5%	-17	0%	2
Cc1ccc2c(c1)nnn2C1CCN(S(=O)(=O)c2ccc3ccccc3c2)CC1	10µM*	?	4%	0%	-3	-19%	-2
CCS(=O)(=O)N1CCN(CC(=O)NC2CCCCC2)CC1	15%	10%	2%	-19%	-11	-17%	0
CCOC(=O)Cc1csc(NC(=O)c2c(O)c3ccccc3n(CC(C)C)c2=O)n1	18%	1%	2%	3%	-25	·	-4
COc1ccc(C)cc1S(=O)(=O)Nc1ccc2c(c1)N(C(C)=O)CCC2	?	?	·	-7%	·	?	·
CCCCOC(=O)n1c(=O)oc2ccccc21	75%[activator]	15%	1%	9%	44	?	26*
CCOc1ccccc1Nc1nc(N)nc(CSc2nccc(C)n2)n1	-2%	?	4%	-2%	-12	26%	-2
CC(C)(C)c1ccc(CSc2ccc(S(=O)(=O)N3CCOCC3)cn2)cc1	10µM*	10µM*	·	0%	·	?	·
Cc1ccc(-c2cc(C(=O)Nc3cccnc3)c3ccccc3n2)s1	2.6µM*	6%	0%	1%	-1	?	10
C/C(=N\NC(=O)c1ccccc1N)c1ccc(NC(=O)Cc2ccccc2)cc1	9.3µM*	16%	7%	-1%	65*	-18%	36*
COc1cc2c(cc1OC)[C@H](C)N(C(=S)Nc1ccc(F)cc1)CC2	?	?	7%	-3%	-13	15%	-1
Cc1ccc(S(=O)(=O)N2CCC[C@H]2C(=O)OCC(=O)c2ccc3c(c2)NC(=O)CO3)cc1	18%	-11%	5%	1%	1	-7%	6
C=CCn1c(SCC(=O)c2c(N)n(C3CC3)c(=O)[nH]c2=O)nnc1-c1ccccc1OC	?	18%	·	-7%	·	12µM*	·
O=S1(=O)C[C@@H]2N=C(N/N=C/c3ccccc3)S[C@@H]2C1	17%	16%	-17%	1%	28	6%	1
CCCCNC(=S)NNC(=O)c1nn(C)c(C)c1Cl	24%	6%	-1%	-7%	74*	63%[activator]	29*
Cc1ccc(N2C(=O)CN(Cc3cccs3)C2=S)cc1C	-13%	1%	-4%	-4%	-14	7%	3
CC1CCCCN1C(=O)Nc1cccc(C(F)(F)F)c1 (stereo unspecified)	?	-1%	9%	3%	-5	24%	-2
C=CCNC(=O)c1onc(CSc2ccccc2C)c1C(=O)O	5%	8%	1%	1%	-3	59%[activator]	-5
O=C(COC(=O)c1ccccc1O)Nc1cc(S(=O)(=O)N2CCCCCC2)ccc1Cl	-20%	?	·	3%	·	?	·
Cc1ccc(C(=O)Nc2nc(C)c(C(=O)N(C)C)s2)o1	-3%	11%	?	-12%	80*	11%	37*
O=C(Cn1nnc(-c2ccncc2)n1)NCCc1ccccc1	-18%	20%	3%	6%	11	?	12
S=c1[nH]nc(C2CCCCC2)n1/N=C/c1cccs1	46%[activator]	5%	-25%	?	-18	11%	-2
O=C(O)c1ccc(N2C(=O)C3ON(c4ccccc4)C(c4ccccc4F)C3C2=O)cc1 (stereo unspecified)	·	16%	8%	-2%	13	?	4
CCCCC(CCC(=O)Nc1ccc(C(=O)OC)cc1)C(=O)O (stereo unspecified)	-18%	11%	8%	-7%	10	-20%	-4
Cc1cccc(N2C(N)=NC(N)=NC23CCCCC3)c1	2.1µM*	4%	2%	?	9	?	1
CCCCn1c(O)c(/C=C/C=Nc2ccccc2)c(=O)[nH]c1=O	0%	7%	-3%	3%	-7	16%	-6
CCn1nc(C)c(NC(=O)/C=C/c2ccc(OC)c(COc3ccc(Cl)cc3Br)c2)c1C	-8%	?	0%	2%	2	-23%	0
Cc1cc(SCc2ccccc2Cl)nc(=O)[nH]1	15%	-2%	-7%	1%	-20	-22%	2

Copied from the listing (2 entries):
SMILES	Pf growth 48h	HCV inhibitor	LmPK inhibitor	Tb PYK inh	Shiga inhibitor	Pf growth 96h	Cycloheximide cs
O=C(COC(=O)c1ccccc1O)Nc1cc(S(=O)(=O)N2CCCCCC2)ccc1Cl	-20%	?	·	3%	·	?	·
Cc1ccc(C(=O)Nc2nc(C)c(C(=O)N(C)C)s2)o1	-3%	11%	?	-12%	80*	11%	37*

Next section.
SMILES	Pf growth 48h	HCV inhibitor	LmPK inhibitor	Tb PYK inh	Shiga inhibitor	Pf growth 96h	Cycloheximide cs
CCN(CC)CC(=O)NN(Cc1ccccc1)c1ccccc1	10%	-6%	-6%	18%	28	19%	4
O=C(O)Cn1cnc2ccccc2c1=O	·	4%	11%	6%	-17	-20%	-7
Cc1ccc(OCC(=O)NCCN2CCN(C(=O)COc3ccc(C)cc3)CC2)cc1	?	-14%&-15%	0%	-3%	9	39%[activator]	-4
Cc1ccc(NC(=O)CSCC(=O)NC2CCCCC2)cc1	24%	?	1%	-14%	6	-15%	1
COc1ccc(OCc2cc(C(=O)N3CCN(CC(=O)N(C)C)CC3)no2)c(Cl)c1	1%	17%	-2%	-6%	3	?	23*
Cc1ccc(-c2n[nH]c3c2C(c2cccc(O)c2)N(c2ccc(C(=O)O)cc2)C3=O)cc1 (stereo unspecified)	19%	16%	7%	0%&3%	-20	21%	-1
COc1ccc(Cc2nc3ccc(C(=O)N(C)CCCN4CCOCC4)cc3o2)cc1	-15%	-16%	-3%	-10%	-2	?	-2
O=C(Nc1nccs1)C1CCCN1S(=O)(=O)c1cccc2cccnc12 (stereo unspecified)	·	-5%	-1%	-13%	-12	?	-4
COc1ccc2[nH]c(C)c(CCN(Cc3cccs3)C(=S)Nc3ccc(F)cc3)c2c1	1.7µM*	11µM*	3%	-3%	10	2.3µM*	-1
c1ccc(Oc2nc(Oc3ccccc3)nc(N3CCOCC3)n2)cc1	?	-9%	2%	0%	4	70%[activator]	1
CN1CCN(C2CCCCC2NS(=O)(=O)c2ccc(Cl)cc2)CC1 (stereo unspecified)	3%	0%	6%	4%	-14	-35%	-1
O=C(NCCN1CCN(c2ccccc2)CC1)c1ccccc1F	30%[activator]	16%	0%	-2%	14	51%[activator]	1
